High-throughput results: PubChem BioAssay, The Scripps Research Institute Molecular Screening Center
PLCg1 inh: PLC-gamma1 (human) inhibition, primary screen | inhibition, % at 12.2 µM | 370,000 tested, 0.84% active | purified PLC-gamma1, fluorogenic substrate, fluorescence | AID 720700; in the data active = inhibition above about 9.5%
DDE Tn6 FP inh: inhibitors of Tn6 peptide binding to human fibrin DD(E) | P02675 | 370,000 tested, 0.21% active | Fibrin DD(E) TRITC-Tn6 fluorescence polarization displacement | inhibition, % at 8.3 µM;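 active = inhibition above a per-campaign cutoff: mean of compounds within control limits plus 3 SD, cut at about 15% in these data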;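 also: 0% = median of all compound wells on the plate and 100% = blocking peptide control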
ASAP1 GAP inh: ASAP1 ArfGAP inhibition. AID 624377. 360,000 tested, 0.19% active. inhibition, % at 16.5 µM. ASAP1-stimulated ARF1 GTP hydrolysis, GDP FP detection; in the data active = inhibition above about 25%;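 also: 0% = vehicle with enzyme and substrate and 100% = no enzyme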
ARFGAP1 inh: inhibitors of rat ARFGAP1. Q62848. Arfgap1-stimulated ARF1 GTP hydrolysis, GDP FP detection. inhibition, % at 16.5 µM. 360,000 tested, 0.26% active;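 active = inhibition above a per-plate limit, mean inhibition of low control wells plus 3 SD, cut at about 25% in these data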;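 also: 0% = DMSO wells with enzyme and 100% = wells lacking Arfgap1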
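Material: rat Arfgap1 GAP domain (His6, aa 1-136), purified enzyme. Also added: human ARF1(Δ1-17)-GTP substrate. Compound dosing: 16.5 µM single point, 1.26% DMSO. Timing: enzyme reaction 120 min at 25 °C after 20 min preincubation. Signal: GDP detection by fluorescence polarization. Read-out basis: percent inhibition of GAP-stimulated GDP formation, scaled between DMSO and no-Arfgap1 medians.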
MBD2 inh: inhibitors of human MBD2 binding to methylated oligonucleotide; 370,000 tested, 0.31% active; inhibition, % at 4.4 µM; Q9UBB5; TR-FRET; in the data active = inhibition above about 13%
DDE Tn7 FP inh: disrupts Tn7 cyclic peptide binding to fibrin D-Dimer-E complex | P02675 | 370,000 tested, 0.13% active | inhibition, % at 8.3 µM | FP displacement of FITC-Tn7 peptide from fibrin DD(E); 0% = median of compound wells per plate;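 active = inhibition above the mean of compounds falling within the control limits plus 3 SD of them, cut at about 14% in these data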;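 also: 0% = plate median of compound wells and 100% = 10 µM Aha-Tn7 peptide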
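Test system: human clot-derived fibrin DD(E) complex / Quantity: 2 µM final DD(E) protein / Incubation: 10 min plus 3 h, room temperature / Measured by: fluorescence polarization / Benchmarks: high control of 10 µM Aha-Tn7 peptide / Replicates: singlicate testing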
PLCb3 inh: blocks human PLC-beta3 enzyme activity | 370,000 tested, 0.18% active | inhibition, % at 12.2 µM | Q01970 | AID 720704 | Purified PLC-beta3, fluorogenic substrate, fluorescence; in the data active = inhibition above about 11%;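 also: 0% = median of compound wells on plate and 100% = full blocker control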
Target sequence (Q01970 whole entry, looked up): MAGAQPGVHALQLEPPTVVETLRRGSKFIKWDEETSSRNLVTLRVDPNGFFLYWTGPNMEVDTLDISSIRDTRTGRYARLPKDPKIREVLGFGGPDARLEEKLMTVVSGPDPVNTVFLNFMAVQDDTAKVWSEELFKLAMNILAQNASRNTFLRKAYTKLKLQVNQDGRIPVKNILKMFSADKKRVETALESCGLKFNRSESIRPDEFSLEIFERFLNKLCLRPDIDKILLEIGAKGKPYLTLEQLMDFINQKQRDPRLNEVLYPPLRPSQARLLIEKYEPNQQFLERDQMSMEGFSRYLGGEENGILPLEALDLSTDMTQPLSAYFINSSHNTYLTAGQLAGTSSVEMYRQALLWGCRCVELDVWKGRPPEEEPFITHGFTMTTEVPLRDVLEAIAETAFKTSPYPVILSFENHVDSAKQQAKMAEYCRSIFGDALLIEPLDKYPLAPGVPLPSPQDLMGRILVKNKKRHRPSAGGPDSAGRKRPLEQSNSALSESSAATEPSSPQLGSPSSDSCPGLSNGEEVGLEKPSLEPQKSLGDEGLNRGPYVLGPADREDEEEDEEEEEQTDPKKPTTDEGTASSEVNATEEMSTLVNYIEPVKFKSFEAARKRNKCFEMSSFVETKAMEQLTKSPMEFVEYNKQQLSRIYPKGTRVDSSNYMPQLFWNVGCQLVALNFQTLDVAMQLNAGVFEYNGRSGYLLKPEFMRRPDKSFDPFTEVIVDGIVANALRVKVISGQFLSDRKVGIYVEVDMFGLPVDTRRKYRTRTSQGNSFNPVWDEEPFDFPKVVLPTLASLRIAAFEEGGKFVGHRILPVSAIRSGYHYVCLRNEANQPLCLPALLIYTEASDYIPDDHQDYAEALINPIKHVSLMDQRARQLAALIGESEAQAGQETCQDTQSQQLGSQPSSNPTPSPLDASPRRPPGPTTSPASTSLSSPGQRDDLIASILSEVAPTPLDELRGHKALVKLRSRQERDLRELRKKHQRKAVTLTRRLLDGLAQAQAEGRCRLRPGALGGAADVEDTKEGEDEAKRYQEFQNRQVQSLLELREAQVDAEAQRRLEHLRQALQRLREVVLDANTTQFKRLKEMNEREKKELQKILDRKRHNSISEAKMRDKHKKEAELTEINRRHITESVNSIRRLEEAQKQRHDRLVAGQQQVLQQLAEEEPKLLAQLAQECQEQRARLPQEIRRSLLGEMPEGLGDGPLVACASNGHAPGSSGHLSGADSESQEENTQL
ADAM17 inh: ADAM17 inhibition, QFRET primary screen; recombinant ADAM17, EDANS/DABCYL FRET peptide cleavage; inhibition, % at 6.95 µM; 370,000 tested, 0.83% active; AID 720648;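 active = inhibition above the mean of compounds lying between control limits plus 3 SD, set per campaign, cut at about 8.5% in these data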;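 also: 0% = DMSO-only wells as the low control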
proKLK7 act: activators of human kallikrein-7 zymogen; P49862; purified proKLK7, EDANS-DABCYL substrate fluorescence; 100% is mature enzyme control, 0% vehicle; activation, % at 7 µM; 370,000 tested, 0.9% active; AID 652039;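 active = activation above the mean of all tested compounds plus 3 SD, computed per campaign excluding outliers beyond control limits, cut at about 13% in these data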
UHRF1 binding: human UHRF1 methylated DNA binding inhibitors | Q96T88 | UHRF1 binding to methylated oligo, TR-FRET | inhibition, % at 4.4 µM | 370,000 tested, 0.75% active | AID 687016; in the data active = inhibition above about 21%;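 also: UHRF1 SRA domain binding a hemimethylated CpG hairpin DNA probe; 0% = median of test compound wells and 100% = reference inhibitor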
The depositor's hits bear a star; i = inactive; · = not tested or not shown.

1) CC(c1ccc(NC(=O)OC(C)(C)C)cc1)c1cn(C)c2ccccc12 (stereo not given)
2) Cc1cc(C)cc(NC(=O)N2CCC(C(=O)c3ccc(F)cc3)CC2)c1
3) O=C(CNc1ccccc1Cl)Nc1cc(S(=O)(=O)N2CCOCC2)ccc1Cl
4) COc1cc(OC)nc(Oc2ccc(NC(C)=O)cc2)n1
5) O=C(CCCn1c(=O)[nH]c2cc(Cl)ccc2c1=O)N1CCN(c2ccc([N+](=O)[O-])cc2)CC1
6) COc1ccc(C2=CC(=O)CC(c3ccc(OC)cc3)C2)cc1 (stereo not given)
assay / entry	1	2	3	4	5	6
PLCg1 inh	-5	-2	2	-2	7	-1
DDE Tn6 FP inh	6	-1	-2	-11	-3	0
ASAP1 GAP inh	·	6	0	3	5	-1
ARFGAP1 inh	·	9	-12	-7	-6	5
MBD2 inh	-8	-5	-1	-2	1	-3
DDE Tn7 FP inh	-6	-7	4	-3	-3	-4
PLCb3 inh	-3	2	0	-1	6	-7
ADAM17 inh	3	1	-1	1	2	0
proKLK7 act	0.3	1.0	0.6	0.5	-0.1	0.5
UHRF1 binding	1	1	0	-1	2	-3

7) Cn1c(SCC(=O)Nc2sccc2C#N)nnc1-c1ccccc1
8) COc1cc(-c2cc3nc(NCc4cccs4)ccn3n2)cc(OC)c1OC
9) COc1ccc(CN2C[C@@H](CO)O[C@@H](n3cnc4c(NCCCO)ncnc43)C2)cc1
10) CCC1=C(OC(=O)N(CC)CC)N2C(=O)OC(=NCCc3c[nH]c4ccccc34)[C@]2(C)[C@H]2C1=CC[C@H]1C(=O)N(CC)C(=O)[C@H]12
11) Cc1c(C2(O)CCCCC2)[nH]c2ccc(C#N)cc12
12) CCOCCCNC(=O)Cn1nc(-c2ccccc2)ccc1=O
assay / entry	7	8	9	10	11	12
PLCg1 inh	-3	-75	1	-1	-3	3
DDE Tn6 FP inh	2	-17	1	3	2	-6
ASAP1 GAP inh	3	4	5	0	15	-9
ARFGAP1 inh	7	12	2	5	10	3
MBD2 inh	-2	3	6	1	-2	-4
DDE Tn7 FP inh	-1	-2	5	1	-2	-3
PLCb3 inh	-2	-88	3	0	-1	4
ADAM17 inh	3	-19	-3	4	-4	1
proKLK7 act	-0.8	0.8	0.4	0.6	0.7	0.5
UHRF1 binding	2	2	-1	9	-1	0

13) NC1=NC(=O)C(CC(=O)Nc2ccc3c(c2)OCO3)S1 (stereo not given)
14) C[C@H]1CC[C@]2(O[C@H](CCO)C[C@@H](O)[C@@H]2O)O1
15) Cc1ccc(-c2ocnc2C(=O)N2CCOCC2)cc1
16) COc1cccc(-n2c(N)cc(=O)nc2SCC(=O)N2CCN(c3ccccc3)CC2)c1
17) C=Cn1c(C(=O)O)ccc1-c1ccc(CC)cc1
18) O=C(CS(=O)(=O)c1cn(Cc2ccccc2Cl)c2ccccc12)N1CCOCC1
assay / entry	13	14	15	16	17	18
PLCg1 inh	3	2	0	5	-1	1
DDE Tn6 FP inh	-1	4	2	-2	2	0
ASAP1 GAP inh	-3	12	-2	5	5	8
ARFGAP1 inh	2	-3	3	7	-20	3
MBD2 inh	-1	-3	0	-2	3	-4
DDE Tn7 FP inh	-3	3	-1	-4	1	-9
PLCb3 inh	0	2	-2	-1	-9	2
ADAM17 inh	2	-3	1	6	-2	-3
proKLK7 act	-0.8	-0.6	0.6	-0.1	0.2	0.4
UHRF1 binding	6	-4	1	2	16	0

19) CCOc1ccccc1NC(=O)NCc1ccccc1F
20) COCCNC(=O)C(C)OC(=O)c1nsc(Cl)c1Cl (stereo not given)
21) NC(=O)c1ccc(NC(=O)COC(=O)c2c3c(nc4ccccc24)/C(=C\c2ccc4c(c2)OCO4)CCC3)cc1
22) CCN(CC)C(=O)c1cc(C(C)(C)C)c(O)c(C(C)(C)C)c1
23) O=C1CC(C(=O)O)(c2ccccc2)c2cccc(F)c21 (stereo not given)
24) CCC(C#CCN1CCOCC1)(CC)OCCC#N
assay / entry	19	20	21	22	23	24
PLCg1 inh	-2	7	i	1	1	3
DDE Tn6 FP inh	7	-5	-3	-6	5	-7
ASAP1 GAP inh	9	-1	13	-9	0	-7
ARFGAP1 inh	4	1	4	-8	-8	4
MBD2 inh	-2	2	-9	3	3	1
DDE Tn7 FP inh	-5	-7	-7	5	6	-3
PLCb3 inh	1	5	i	3	-3	4
ADAM17 inh	-1	2	-14	-3	-1	0
proKLK7 act	1.0	-0.4	-8.6	-0.1	0.8	-0.5
UHRF1 binding	-2	8	-26	2	-1	1

Compounds shown so far with four or more nitrogen atoms (6):
5) O=C(CCCn1c(=O)[nH]c2cc(Cl)ccc2c1=O)N1CCN(c2ccc([N+](=O)[O-])cc2)CC1
7) Cn1c(SCC(=O)Nc2sccc2C#N)nnc1-c1ccccc1
8) COc1cc(-c2cc3nc(NCc4cccs4)ccn3n2)cc(OC)c1OC
9) COc1ccc(CN2C[C@@H](CO)O[C@@H](n3cnc4c(NCCCO)ncnc43)C2)cc1
10) CCC1=C(OC(=O)N(CC)CC)N2C(=O)OC(=NCCc3c[nH]c4ccccc34)[C@]2(C)[C@H]2C1=CC[C@H]1C(=O)N(CC)C(=O)[C@H]12
16) COc1cccc(-n2c(N)cc(=O)nc2SCC(=O)N2CCN(c3ccccc3)CC2)c1
assay / entry	5	7	8	9	10	16
PLCg1 inh	7	-3	-75	1	-1	5
DDE Tn6 FP inh	-3	2	-17	1	3	-2
ASAP1 GAP inh	5	3	4	5	0	5
ARFGAP1 inh	-6	7	12	2	5	7
MBD2 inh	1	-2	3	6	1	-2
DDE Tn7 FP inh	-3	-1	-2	5	1	-4
PLCb3 inh	6	-2	-88	3	0	-1
ADAM17 inh	2	3	-19	-3	4	6
proKLK7 act	-0.1	-0.8	0.8	0.4	0.6	-0.1
UHRF1 binding	2	2	2	-1	9	2

Next part
25) CCn1ccnc1CNCc1ccc(OCC(O)CN(C)Cc2ccccc2)cc1 (stereo not given)
26) COc1ccccc1N1CCN(CCCN2C(=O)C3CCCN3C2=O)CC1 (stereo not given)
27) COCCN1C(=O)N(c2cccc(C)c2)C(=O)C1CC(=O)Nc1ccc(F)cc1 (stereo not given)
28) CC(Oc1ccc(Cl)cc1Cl)C(=O)Nc1ccc(O)cc1 (stereo not given)
29) Fc1ccccc1Cc1noc(CN(Cc2ccccn2)CC2CCCO2)n1 (stereo not given)
30) C=CCNC1CCC12CCC(c1ccccc1)CC2 (stereo not given)
assay / entry	25	26	27	28	29	30
PLCg1 inh	1	6	3	16*	5	1
DDE Tn6 FP inh	8	3	-2	-2	-6	9
ASAP1 GAP inh	-7	1	7	18	-1	·
ARFGAP1 inh	-2	-14	-3	-6	1	·
MBD2 inh	2	-3	-2	0	1	3
DDE Tn7 FP inh	7	4	-1	-4	7	-7
PLCb3 inh	-6	-6	5	5	-16	2
ADAM17 inh	-5	-2	-2	8.8*	-5	-3
proKLK7 act	1.0	-0.5	0.3	-0.2	0.0	·
UHRF1 binding	0	4	1	2	7	-1

31) COc1ccc(S(=O)(=O)N(CCC(N)=O)Cc2ccco2)cc1OC
32) Cc1cc(C)nc(/N=C2\NC(=O)CC(C(=O)O)N2c2ccc(C)c(C)c2)n1 (stereo not given)
33) Oc1c(C(c2ccccc2)N2CCOCC2)ccc2ccccc12 (stereo not given)
34) COCCN1C(=O)c2cc(C(=O)Nc3ccc(C)c(F)c3)ccc2C1Nc1ccc(C)c(F)c1 (stereo not given)
35) CC(CN1CCCCC1)OC(=O)COc1ccc(Cl)cc1 (stereo not given)
36) CCN(C(=O)COC(=O)CNC(=O)c1ccc(F)cc1)C1CCS(=O)(=O)C1 (stereo not given)
assay / entry	31	32	33	34	35	36
PLCg1 inh	-9	-3	-8	0	-1	0
DDE Tn6 FP inh	4	-7	10	1	6	0
ASAP1 GAP inh	-3	-3	-16	-4	-19	-11
ARFGAP1 inh	-2	-3	-19	-12	3	5
MBD2 inh	-3	5	0	3	2	2
DDE Tn7 FP inh	-2	1	6	6	-3	3
PLCb3 inh	-21	-1	-10	0	-10	2
ADAM17 inh	-9	-6	3	-1	0	-4
proKLK7 act	3.6	0.2	-18	0.0	0.3	-0.1
UHRF1 binding	5	18	0	1	4	1

37) CCOc1ccc(NC(=O)CN(C)C(=O)CCCOc2ccc(Cl)c(C)c2)cc1OCC
38) Cc1nnc(C)n1N1C(=O)c2cccc3cccc(c23)C1=O
39) c1ccc(CCCc2nc(-c3ccccn3)no2)cc1
40) Cc1noc(C)c1NC(=O)Nc1ccc2c(c1)C(=O)N(C)[C@H]1CC[C@H](CC(=O)NCc3ccc(Cl)cc3)O[C@@H]1CO2
41) CCn1cc(/C=C/C(=O)Nc2ccn(Cc3c(F)c(F)cc(F)c3F)n2)cn1
42) CCOC(=O)C1=C(CN2CCN(C(=O)c3ccco3)CC2)NC(=O)NC1c1ccc(F)cc1 (stereo not given)
assay / entry	37	38	39	40	41	42
PLCg1 inh	9.6*	-7	2	7	-2	-1
DDE Tn6 FP inh	-8	2	-2	8	7	5
ASAP1 GAP inh	-4	16	-1	·	-1	1
ARFGAP1 inh	17	4	-6	·	-1	8
MBD2 inh	-6	2	6	2	0	0
DDE Tn7 FP inh	-9	-1	-1	-2	7	3
PLCb3 inh	4	-10	4	6	-2	-9
ADAM17 inh	7	-98	-2	-2	-4	-6
proKLK7 act	-0.7	-0.1	0.7	-0.2	-0.1	0.1
UHRF1 binding	4	2	11	2	-10	2

43) Cc1c(C(=S)Nc2ccccc2)cnn1-c1ccccc1
44) COc1ccc(CNC(=O)COC(=O)CN2C(=O)C3CCCCC3C2=O)cc1 (stereo not given)
45) CCOc1ccccc1N1C(=O)CC(Sc2nccc(C)n2)C1=O (stereo not given)
46) CCc1n[nH]c(=S)n1/N=C/c1cc(Br)c(O)c(OC)c1
47) O=C(O)COc1ccc(/C=N/NC(=O)COc2nsnc2N2CCOCC2)cc1
48) O=C(O)CC(CP(=O)(c1ccccc1)c1ccccc1)C(=O)O (stereo not given)
assay / entry	43	44	45	46	47	48
PLCg1 inh	6	0	2	4	-1	3
DDE Tn6 FP inh	5	5	5	1	7	0
ASAP1 GAP inh	6	-7	10	-1	-2	6
ARFGAP1 inh	-9	-6	11	-8	2	7
MBD2 inh	-4	6	3	0	-1	-4
DDE Tn7 FP inh	-5	3	1	-2	4	-6
PLCb3 inh	5	-1	6	-3	0	-26
ADAM17 inh	5	3	-2	0	1	-2
proKLK7 act	-0.4	0.1	-0.6	0.8	-0.1	-0.4
UHRF1 binding	-2	15	3	-2	-2	4

49) COc1ccccc1-c1nnc(NC(C)=O)s1
50) O=C(NC(=S)NC1CCSC1=O)c1cccs1 (stereo not given)
51) COCCn1c(-c2ccccc2)nc2oc3cc(OC)ccc3c(=O)c2c1=O
52) O=C(C[C@@H]1CC[C@@H]2[C@H](COC[C@H](O)CN2C(=O)Nc2ccc(F)cc2)O1)NCCc1ccncc1
53) O=C1Cc2ccccc2Sc2ccc(O)cc21
assay / entry	49	50	51	52	53
PLCg1 inh	0	1	-6	1	-68
DDE Tn6 FP inh	4	2	1	2	0
ASAP1 GAP inh	-7	-3	7	-1	3
ARFGAP1 inh	7	7	-1	6	10
MBD2 inh	0	-3	2	5	-3
DDE Tn7 FP inh	3	-2	2	4	-13
PLCb3 inh	-1	4	-9	0	-81
ADAM17 inh	-10	5	2	-9	1
proKLK7 act	0.9	0.7	0.5	0.1	4.0
UHRF1 binding	0	50*	1	3	-1
